# Tau fibril ThT: qHTS for Inhibitors of Tau Fibril Formation, Thioflavin T Binding | actives 2.1% (n = 270,000) | Potency, µM (doses to about 57.4 µM), without a hit: at the top dose activity, negative = inhibition, hits mostly inhibitors | recombinant tau K18 P301L, heparin-induced fibrillization, ThT fluorescence | Microtubule-associated protein tau (Homo sapiens), P10636; note: nearly all actives have a fitted effect of over 55% in size
# Target sequence (P10636 561-689 P618L limits assumed): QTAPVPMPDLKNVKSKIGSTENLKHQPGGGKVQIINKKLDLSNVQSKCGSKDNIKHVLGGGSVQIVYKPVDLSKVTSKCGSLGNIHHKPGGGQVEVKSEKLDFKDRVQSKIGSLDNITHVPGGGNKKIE
#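 Using a mix of unlabeled (15 uM) and Alexa 594-labeled (0.24 uM) tau K18 P301L, heparin-triggered fibrillization over 6 hr at 37 C was scored by ThT fluorescence.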
# aGal spleen mod: qHTS Assay for Inhibitors and Activators of Human alpha-Galactosidase From Spleen Homogenate | human spleen homogenate, 4MU-alpha-Gal fluorescence, 40 min | AID 2107, 2009 | actives 0.008% (n = 240,000) | Potency, µM (highest dose often 80 µM), for inactives: top-dose activity change, negative = inhibition, most hits filed as inhibitors;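 note: 0% = enzyme with vehicle and -100% = no enzyme basal signal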
#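 Human spleen homogenate (1 ug) was the enzyme source, with 4-methylumbelliferyl-alpha-D-galactopyranoside (1 mM final) in pH 5.0 citrate buffer with 0.01% Tween-20. Compounds were titrated; after 40 min at 37C, NaOH/glycine stop, 4-MU fluorescence read; AC50 from Hill fits.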
# TR SRC2 fluor cs: Total Fluorescence Counterscreen for Inhibitors of the Interaction of Thyroid Hormone Receptor and Steroid Receptor Coregulator 2; Potency, µM (top dose mostly 106 µM), for the others: at the top dose fluorescence change, negative = quenching; actives 0.29% (n = 280,000); TRb/SRC2 Texas Red total fluorescence interference; AID 1479, 2009; active = well fitted curve in either direction with a large enough effect; inconclusive = small, poorly fitted or top-dose-only effect
#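 Human TRβ ligand-binding domain (0.6 uM) and Texas Red SRC2 peptide (20 nM) in Tris buffer with 1 uM T3 and 5% DMSO were incubated with pinned compound for 5 hr at ambient temperature. Total fluorescence was computed as S + 2P (555/632 nm).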
# TRb-SRC2 inh: qHTS for Inhibitors of the Interaction of Thyroid Hormone Receptor and Steroid Receptor Coregulator 2 | Thyroid hormone receptor beta (Homo sapiens), P10828 | TRbeta-SRC2 peptide binding, fluorescence polarization; receptor liganded with 1 µM T3 | Potency, µM (titrated, usually from 106 µM), without a hit: at the highest dose activity change, negative = inhibition, most hits filed as inhibitors | actives 0.065% (n = 280,000);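 note: plate controls were bound peptide for no effect and peptide without receptor for full effect; nearly all actives have a fitted effect of over 50% in size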
# Target sequence (P10828 whole entry, looked up): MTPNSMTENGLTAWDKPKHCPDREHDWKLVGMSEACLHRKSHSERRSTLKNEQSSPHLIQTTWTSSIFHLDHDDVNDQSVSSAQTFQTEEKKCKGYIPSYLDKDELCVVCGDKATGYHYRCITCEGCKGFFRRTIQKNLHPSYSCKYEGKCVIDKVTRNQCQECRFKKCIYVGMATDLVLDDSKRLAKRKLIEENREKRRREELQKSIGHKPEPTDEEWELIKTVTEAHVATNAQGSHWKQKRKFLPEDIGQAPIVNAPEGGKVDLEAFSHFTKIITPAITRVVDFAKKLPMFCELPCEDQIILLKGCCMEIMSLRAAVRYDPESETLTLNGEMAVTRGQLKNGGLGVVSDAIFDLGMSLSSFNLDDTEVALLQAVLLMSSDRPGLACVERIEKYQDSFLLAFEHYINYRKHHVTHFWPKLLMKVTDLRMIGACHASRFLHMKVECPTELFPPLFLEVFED
#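 Each compound concentration gave % activity, normalized to unbound and bound Texas Red SRC2 controls, from polarization read after 5 hr ambient incubation with T3-loaded human TRb LBD.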
# Tau fluor counter: Counterscreen qHTS for Inhibitors of Tau Fibril Formation, Fluorescence Polarization; tau K18 P301L Alexa594 fluorescence, heparin fibrillization; Potency, µM (doses to about 57.7 µM), inactives show at the top dose activity change, negative = decrease; actives 0.93% (n = 280,000); note: nearly all actives have a fitted effect of over 55% in size
#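 Human tau K18 P301L (15 uM unlabeled, 0.24 uM Alexa 594-labeled) in 100 mM sodium acetate pH 7 with 20 uM heparin, 6 hr at 37 C. ThT 30 uM added, 1 hr ambient; Alexa 594 FP and total fluorescence read at 555/632 nm.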
# Tau FP inhib: qHTS for Inhibitors of Tau Fibril Formation, Fluorescence Polarization. actives 0.39% (n = 280,000). Potency, µM (doses to about 57.7 µM), for the others: at the highest dose activity, negative = inhibition, most hits filed as inhibitors. Microtubule-associated protein tau (Homo sapiens), P10636. K18 P301L tau heparin fibrillization, Alexa594 FP, 6 h. AID 1468, 2008; note: nearly all actives have a fitted effect of over 55% in size
#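 Steps: dispense K18 P301L tau (15 uM plus 0.24 uM Alexa 594 tracer, final) in pH 7 sodium acetate; add compound; add heparin (20 uM final); incubate 6 hr, 37 C; add ThT (30 uM final); after 1 hr ambient, read FP.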
# L3MBTL1 inh: qHTS Assay for the Inhibitors of L3MBTL1; Lethal(3)malignant brain tumor-like protein 1 (Homo sapiens), Q9Y468; AlphaScreen L3MBTL1–H3K9me1 peptide binding; Potency, µM (top dose mostly 57.1 µM), for inactives: at the top dose activity, negative = inhibition, actives largely listed as inhibitors; actives 0.66% (n = 230,000); AID 485360, 2010; note: nearly all actives have a fitted effect of over 60% in size
#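 L3MBTL1 (50 nM) pre-complexed 30 min with biotinylated H3(1-15)K9me1 peptide (75 nM), then compounds added for 30 min at room temperature; AlphaScreen streptavidin donor/nickel chelate acceptor beads (10 ug/mL final) read after 30 min dark incubation.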
# ALDH1A1 inh: qHTS Assay for Inhibitors of Aldehyde Dehydrogenase 1 (ALDH1A1) | Aldehyde dehydrogenase 1A1 (Homo sapiens), P00352 | Purified ALDH1A1, NADH fluorescence, propionaldehyde substrate | Potency, µM (titrated, usually from 75.3 µM), without a hit: at the highest dose activity, negative = inhibition, most hits filed as inhibitors | actives 7.3% (n = 220,000) | AID 1030, 2008; active = well fitted inhibition curve with a large enough effect, not every such curve was filed as active; inconclusive = small, poorly fitted or top-dose-only effect, or another doubt; inactive = no such curve, though single readings can be large or run the other way;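 note: plate controls were no enzyme wells and a reference inhibitor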
# Target sequence (P00352 whole entry, looked up): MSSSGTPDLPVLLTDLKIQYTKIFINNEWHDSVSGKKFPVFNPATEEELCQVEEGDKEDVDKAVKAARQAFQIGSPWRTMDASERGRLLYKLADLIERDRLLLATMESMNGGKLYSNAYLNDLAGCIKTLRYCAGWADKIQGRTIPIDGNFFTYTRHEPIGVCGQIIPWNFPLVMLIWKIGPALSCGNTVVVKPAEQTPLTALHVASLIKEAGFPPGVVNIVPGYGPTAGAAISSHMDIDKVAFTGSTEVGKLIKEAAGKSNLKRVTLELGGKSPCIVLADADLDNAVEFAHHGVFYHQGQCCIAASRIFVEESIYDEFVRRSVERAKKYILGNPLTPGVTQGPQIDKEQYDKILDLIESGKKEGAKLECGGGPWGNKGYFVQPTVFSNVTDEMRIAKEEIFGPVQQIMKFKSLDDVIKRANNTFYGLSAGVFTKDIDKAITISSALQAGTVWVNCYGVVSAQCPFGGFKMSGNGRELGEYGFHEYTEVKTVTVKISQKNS
# Active calls of the source: *; ? = inconclusive; · = not tested or not shown; [ ] = another dose, or the depositor's remark. Unless noted, calls come from the whole dose curve; as a rule, active = well fitted curve in the direction sought with a large enough effect; inconclusive = small, poorly fitted or top-dose-only effect, or another doubt; inactive = no such curve, though single readings can be large; an effect the other way counts as inactive or inconclusive. Unless noted, % is set by controls: 0 for no effect and ±100 for the full control effect; potency is the fitted concentration of half-maximal effect.
SMILES,Tau fibril ThT,aGal spleen mod,TR SRC2 fluor cs,TRb-SRC2 inh,Tau fluor counter,Tau FP inhib,L3MBTL1 inh,ALDH1A1 inh
Cc1nn(CC(=O)Nc2sc3c(c2C#N)CCC(C(C)(C)C)C3)c(C)c1[N+](=O)[O-] (centres undefined),-1%,10%,0%,2%,-14%,-10%,-2%,-12%
COc1ccccc1N/C=C/c1onc(C)c1[N+](=O)[O-],?,-1%,-1%,-1%,-12%,1%,-24%,10%
CCOC(=O)CSc1nc2ccc(S(=O)(=O)N3CCOCC3)cc2[nH]1,-5%,3%,-4%,2%,1%,10%,9%,-12%
Nc1ccc(-c2nc3cc(N)ccc3n2CCO)cc1,-13%,6%,-1%,1%,-8%,-1%,·,·
O=C(NCCCN1CCOCC1)c1cccnc1SCc1ccccc1Cl,-4%,8%,-8%,-5%,-6%,-4%,·,-3%
COc1ccc(-c2[nH]nc3c2C(c2ccoc2)C(C#N)=C(N)O3)cc1 (centres undefined),?,4%,-6%,1%,-20%,0%,-2%,-1%
O=C(Nc1ccccc1)O/N=C1\CCCCC1c1ccc([N+](=O)[O-])cc1[N+](=O)[O-] (centres undefined),?,5%,-1%,-2%,?,9%,-10%,?
COC(=O)c1ccccc1NC(=O)Cn1c(=O)n(CCC(=O)NCc2ccccc2OC)c(=O)c2ccccc21,9%,·,-29%,-7%,18%,4%,·,·
Cc1ccc(S(=O)(=O)N(C)CC(=O)NCc2ccncc2)cc1,-8%,1%,-2%,-4%,-2%,4%,·,3%
O=c1cc(CSc2nnnn2-c2ccccc2)nc2scc(-c3ccccc3)n12,-8%,6%,-1%,-18%,-12%,-2%,-27%,3.2µM*
COc1ccc(C2CC(=O)N(CCCN(C)CCc3ccc(OC)c(OC)c3)C2)cc1 (centres undefined),-8%,4%,-2%,-9%,-4%,14%,·,14µM*
Cc1ccccc1-c1noc(-c2ccc(NCc3cccnc3)c([N+](=O)[O-])c2)n1,6%,·,-4%,1%,0%,-12%,·,·
Cc1ccccc1-c1nc2sc3c(c2c(=O)n1N)CCCC3,-25%,1%,-1%,-3%,-12%,3%,·,?
Cc1ccccc1CN1C(=O)C(C)S/C1=N/N=C/c1ccco1 (centres undefined),·,0%,-3%,-3%,-14%,1%,·,·
C=CCc1ccc(OCCCCN2CCC(C)CC2)c(OC)c1,-9%,6%,-5%,-1%,-10%,0%,2%,-12%
C1CCN(c2nc3nonc3nc2N2CCCC2)C1,-1%,5%,-1%,-5%,1%,0%,4%,-6%
CCOC(=O)C1CCCN(C(=O)c2cn(CC)c3ccc(S(=O)(=O)N(C)C)cc3c2=O)C1 (centres undefined),-7%,-14%,-1%,1%,-7%,0%,·,-14%
CCOc1ccc(NC(=O)CSc2nc(C)c(C(=O)Nc3ccccc3)c(-c3ccc(Cl)cc3)c2C#N)cc1,-11%,·,7%,6%,?,-21%,·,·
Cc1noc(C)c1C(=O)Nc1ccccn1,-4%,7%,3%,5%,-2%,-1%,?,?
COc1ccccc1NC(=O)c1c(N=Cc2ccccc2O)cnn1C,-5%,-1%,1%,4%,?,?,21%,?
CC(C)(C)OC(=O)N1CCC(c2c(C(=O)NCCN3CCC(Cc4ccccc4)CC3)cnn2-c2ccc(F)cc2)CC1,-16%,·,1%,-2%,-7%,-1%,·,·
CC(C)C[C@@H](CC(=O)N[C@@H](CCC(=O)O)CC(=O)O)NC(=O)[C@@H]1CNCC[C@H]1NC(=O)C[C@@H](NC(=O)C[C@H](Cc1c[nH]c2ccccc12)NC(=O)[C@@H]1CNCC[C@H]1N)C(C)C,-2%,1%,-2%,-6%,2%,2%,·,-16%
O=C(COc1ccc(Br)cc1)Nc1nc(-c2cccnc2)cs1,-21%,-23%,-1%,-3%,-20%,-1%,-7%,·
COc1ccc(N2C(=O)C(CC(=O)Nc3ccccc3)N(Cc3cccs3)C2=O)cc1 (centres undefined),-9%,2%,3%,-5%,-19%,-6%,3%,10%
CCOC(=O)c1ccc(NC(=S)NC(=O)c2nn(CC)cc2Br)cc1,-1%,-2%,1%,-4%,16%,5%,7%,-4%

# Quoted from the listing.
# CCOC(=O)CSc1nc2ccc(S(=O)(=O)N3CCOCC3)cc2[nH]1 in ALDH1A1 inh is listed with -12%
# COc1ccc(C2CC(=O)N(CCCN(C)CCc3ccc(OC)c(OC)c3)C2)cc1 (centres undefined) in TRb-SRC2 inh is listed with -9%

# New compounds follow:
SMILES,Tau fibril ThT,aGal spleen mod,TR SRC2 fluor cs,TRb-SRC2 inh,Tau fluor counter,Tau FP inhib,L3MBTL1 inh,ALDH1A1 inh
COc1ccc(Cn2nnnc2C(c2ccc(C)cc2)N2CCN(C3CCCC3)CC2)cc1 (centres undefined),-9%,-2%,-1%,0%,-5%,-1%,-3%,-7%
Cc1ccc(N2CC(C(=O)NCCCn3ccnc3)CC2=O)cc1 (centres undefined),-10%,1%,-7%,5%,-5%,-5%,·,7%
COc1cccc(CNC(=O)C2CCN(S(=O)(=O)N3CCCC3)CC2)c1,-9%,-7%,-2%,-8%,-2%,-1%,4%,?
CC(NCc1ccccc1)C1COc2ccccc2O1 (centres undefined),-13%,8%,2%,8%,-6%,-9%,·,4%
O=C(Nc1cccc(Cl)c1Cl)c1ccc(-c2ccccc2)cc1,?,0%,1%,-1%,-6%,-1%,-3%,-12%
C1=Nc2c(NCc3ccccc3)ncnc2Oc2ccccc21,-7%,-13%,-1%,-4%,-1%,4%,-13%,-12%
O=C1C(=O)c2ccccc2C(O)=C1C1CCC(c2ccc(Cl)cc2)CC1 (centres undefined),?,1%,-2%,-4%,-21%,2%,-14%,3%
CN1CCN(NC(=S)Nc2ccc(Oc3ccccc3)cc2)CC1,0%,-6%,-1%,-5%,1%,-3%,0%,-3%
COc1ccc(N2CCN(Cc3nc(N)nc(Nc4ccc(C)c(Cl)c4)n3)CC2)cc1,?,6%,-7%,-1%,?,?,·,?
O=C(CCC(=O)NNc1nc2ccccc2c2nc(-c3ccccc3)nn12)NCCCN1CCCC1=O,-14%,-5%,-3%,-9%,-13%,-1%,·,7%
CCn1nc(C)c(/C=N/NC(=O)c2ccc3c(c2)c(C)c(C)n3Cc2ccccc2)c1C,?,0%,-6%,0%,-27%,8%,·,?
CCCCCc1nnc(NC(=O)Cc2ccc([N+](=O)[O-])cc2)s1,-18%,0%,0%,-11%,-21%,-2%,5%,-3%
Cc1cc(C(=O)N2CCC(C(=O)O)CC2)c(C(F)(F)F)o1,-1%,2%,-2%,1%,-2%,1%,4%,10%
O=C(NCc1ccc(Cl)cc1)NC1COc2ccccc2C1 (centres undefined),7%,·,-2%,7%,2%,-6%,·,·
COc1cccc(-n2nnnc2SCC(=O)NCc2ccco2)c1,-13%,-4%,2%,-26%,-11%,0%,-10%,?
N#CC1=C(N)NC(SCC(=O)O)=C(C#N)C12CCCC2,?,-1%,0%,-12%,-13%,-3%,-4%,5.6µM*
COc1ccccc1N1CCN(C(=O)c2c(C)noc2C)CC1,-3%,-6%,-2%,-5%,-10%,2%,4%,-7%
O=C(N/N=C/c1cccc(C(F)(F)F)c1)c1ccccc1O,?,0%,-3%,-2%,-24%,-4%,3%,13%
O=C(COc1ccc(Br)cc1)N/N=C1/SCC(=O)N1Cc1ccco1,1%,0%,-1%,-5%,7%,7%,-14%,-1%
COc1cccc(CNC(=O)Cn2c(=O)oc3cc(S(=O)(=O)N4CCCCCC4)ccc32)c1,3%,·,0%,-9%,-5%,-14%,·,·
CCCCN1C(=O)C(NC(=O)CC(C)C)(C(F)(F)F)C2=C1CC(C)(C)CC2=O (centres undefined),-7%,4%,1%,1%,0%,2%,-2%,30%
CC(=O)CSc1nnc2[nH]c(=O)cc(N)n12,1%,·,-2%,4%,5%,-1%,·,·
Cc1ccc(-n2nnnc2-c2cnn(-c3cccc(F)c3)c2C(F)(F)F)cc1,3%,-4%,-6%,-2%,-18%,-3%,12%,?
Cc1ccc(Nc2nc(-c3c(C)nc4ccccn34)cs2)cc1,11µM*,9%,-8%,-3%,10µM*[quencher],?,0%,?
Cc1ccc(NC2SC(=O)N(Cc3cccc(C(=O)O)c3)C2=O)cc1 (centres undefined),-10%,0%,-3%,-10%,1%,7%,6%,25µM*
O=C(NC(Cc1ccccc1)C(=O)NC(Cc1ccccc1)C(=O)O)c1ccccc1 (centres undefined),-7%,-10%,-2%,-1%,-7%,11%,1%,18%
COc1cccc(C2=NNC(=NCc3ccccc3)SC2)c1,?,-2%,-1%,0%,-21%,7%,-20%,?
O=C(N/N=C/c1cccs1)c1cc(C2CC2)nc2ccccc12,-9%,7%,-3%,2%,-8%,-3%,-3%,-4%
CCOC(=O)c1c(NC(=O)Nc2ccc(C)cc2)sc2c1CCN(C)C2,-8%,3%,0%,1%,-14%,-4%,-11%,?
Cc1ccc(C(=O)CSc2ccc(-c3ccncc3)nn2)cc1,-15%,2%,1%,-1%,-5%,-1%,·,5%

# Fetched one by one from the entries so far:
SMILES,Tau fibril ThT,aGal spleen mod,TR SRC2 fluor cs,TRb-SRC2 inh,Tau fluor counter,Tau FP inhib,L3MBTL1 inh,ALDH1A1 inh
Cc1ccccc1-c1noc(-c2ccc(NCc3cccnc3)c([N+](=O)[O-])c2)n1,6%,·,-4%,1%,0%,-12%,·,·
COC(=O)c1ccccc1NC(=O)Cn1c(=O)n(CCC(=O)NCc2ccccc2OC)c(=O)c2ccccc21,9%,·,-29%,-7%,18%,4%,·,·
Cc1ccc(NC2SC(=O)N(Cc3cccc(C(=O)O)c3)C2=O)cc1 (centres undefined),-10%,0%,-3%,-10%,1%,7%,6%,25µM*
CC(=O)CSc1nnc2[nH]c(=O)cc(N)n12,1%,·,-2%,4%,5%,-1%,·,·
O=C(Nc1ccccc1)O/N=C1\CCCCC1c1ccc([N+](=O)[O-])cc1[N+](=O)[O-] (centres undefined),?,5%,-1%,-2%,?,9%,-10%,?
